# Source: PubChem
# mcGAS lum: mouse cGAS inhibition by luminescence; Q8C6L5; inhibition, % at 12.5 µM; 160,000 compounds, 0.15% hits; AID 1259399; recombinant cGAS, Kinase-Glo ATP depletion luminescence;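 also: 0% = negative control wells and 100% = reference inhibitor with no enzyme activity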
# NPYLR7 agonist: mosquito NPYLR7 agonism; HEK293T NPYLR7/Galpha15, GCaMP6s calcium fluorescence; activation, % at 10 µM; 270,000 compounds, 0.15% hits; in the data active = activation above about 40%;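 also: 0% = vehicle and 100% = reference agonist at the receptor; some compounds past the cut are filed as inactive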
# hcGAS lum: human cGAS inhibition. recombinant h-cGAS, ATP depletion, Kinase-Glo luminescence. Q8N884. inhibition, % at 12.5 µM. AID 1259398. 290,000 compounds, 0.081% hits;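 also: 0% = vehicle reaction and 100% = reaction without DNA for no activity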
# Target sequence (Q8N884 whole entry, looked up): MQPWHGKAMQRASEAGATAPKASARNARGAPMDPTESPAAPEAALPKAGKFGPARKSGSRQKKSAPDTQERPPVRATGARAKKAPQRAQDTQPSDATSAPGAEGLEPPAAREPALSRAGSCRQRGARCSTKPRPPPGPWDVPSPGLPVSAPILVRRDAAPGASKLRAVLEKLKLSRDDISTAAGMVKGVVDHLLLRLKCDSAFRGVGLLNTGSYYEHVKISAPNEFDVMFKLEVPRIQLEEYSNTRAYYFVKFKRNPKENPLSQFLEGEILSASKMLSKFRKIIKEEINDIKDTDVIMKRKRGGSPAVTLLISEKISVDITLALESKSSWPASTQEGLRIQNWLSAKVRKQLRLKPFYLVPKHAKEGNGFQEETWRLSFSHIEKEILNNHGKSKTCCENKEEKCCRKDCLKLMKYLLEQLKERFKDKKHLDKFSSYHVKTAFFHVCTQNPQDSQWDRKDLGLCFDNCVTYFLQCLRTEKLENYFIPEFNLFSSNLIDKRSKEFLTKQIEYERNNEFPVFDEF
# * hit, by the source's call; . = not tested or not shown; & = joins results of further samples. Rule as the data show it, unless noted: active = inhibition above about 40%; inactive = the rest. Compounds as they come (roughly 0.26% active in at least one column).
SMILES,mcGAS lum,NPYLR7 agonist,hcGAS lum
CC1CN(C(=O)CCN2CCc3sccc3C2c2cccc(F)c2)CCN1C(=O)Nc1cccc(Cl)c1Cl (stereo not given),-4,20,-4
CC(Oc1ccccc1)C(=O)NN=Cc1cc(Br)ccc1O (stereo not given),.,4,-4
O=C(CN1CCCC1c1ccccc1)Nc1ccc2c(c1)OCO2 (stereo not given),-4,.,1
CCC(=O)N1CSCC1C(=O)Nc1ccc2c(c1)CCCN2C (stereo not given),.,-17,-9
CC(C)O[C@H]1CN(C(=O)c2cnc(-c3ccccc3)nc2)C[C@@H]1O,.,-2,-4
Cc1csc(SCc2ccc(C(=O)N3C4CCC3CC(Oc3cccc(C(F)(F)F)c3)C4)cc2)n1 (stereo not given),0,1,4
CCOc1ccc(C(=O)Nc2ccc3oc(-c4ccc(F)cc4)nc3c2)cc1[N+](=O)[O-],-6,-3,-6
CCc1nc2ccc(C(=O)NCCOc3ccc(OC)cc3)cn2c1N(C)C(=O)COc1ccccc1,-4,-5,-10
C=CCN(C(=O)CC12CC3CC(CC(C3)C1)C2)C1CCS(=O)(=O)C1 (stereo not given),-8,2,-4
COc1ccc(-c2nc(N(CCC(=O)N3CCN(c4ccccc4F)CC3)Cc3ccco3)c3ccccc3n2)cc1,-6,-10,-2
COc1ccc(-n2c(SCc3ccc(C(=O)NCc4ccc5c(c4)OCO5)cc3)nnc2-c2ccncc2)cc1,-11,-5,-6
CNC(=O)C(C#N)C(=O)c1[nH]nc(-c2ccccc2)c1Br (stereo not given),.,-7,8
Cc1cc(N2CCCCC2)nc(Nc2ccc(NS(=O)(=O)c3cc(C(C)C)ccc3C)cc2)n1,.,10,-7
Cc1nc(SCC(=O)c2cc3ccccc3oc2=O)c(C#N)c(C)c1C,0,-4,10
C=CCS(=O)(=O)NCC1CCN(Cc2cccc3nonc23)C1 (stereo not given),.,-3,-5
CCCCn1c(=O)[nH]c(=O)c2c1nc(-c1cc3c(cc1Br)OCO3)n2C,-10,-1,-3
Cc1cc(OC(=O)c2ccc(Br)o2)c([N+](=O)[O-])c(=O)[nH]1,-7,-5,-7
COc1ccc(NC(=O)C2(C)CCN2Cc2ccc(SC)cc2)cc1OC (stereo not given),.,0,-9
CCN(CC)S(=O)(=O)c1ccc(C(=O)N2CCN=C2SCc2ccc(C(F)(F)F)cc2)cc1,.,0,-8
CC1C(=O)N2CCCc3cc(NC(=O)c4cccc(C(F)(F)F)c4)cc1c32 (stereo not given),.,7,-7
CSc1cccc(NC(=O)Nc2ccn(CCN(C)C)n2)c1,.,3,-3
CCOC(=O)C1(C/C=C/c2ccccc2)CCCN(C(=O)C2=CC(=O)CC(C)(C)O2)C1 (stereo not given),.,4,-6
COc1ccccc1N1CCN(C(=O)c2ccccc2Oc2ccccc2)CC1,-6,8,-5
C=CCN(CC(=O)N1CCc2sccc2C1COc1cccc(OC)c1)C(=O)c1ccc2c(c1)OCO2 (stereo not given),-3,-2,-3
CC(C)NC(=O)NC(=O)CN(C)C(C)C(C)(C)C (stereo not given),.,-5,-16
Cn1c2c(c(=O)n(C)c1=O)C(C(=O)c1ccc(C#N)cc1)c1c(n(C)c3ccccc13)N2 (stereo not given),.,3,-5
O=C(c1cccc(Br)c1)N1CCCC(OCc2cc(F)ccc2F)C1 (stereo not given),.,-3,4
COc1cccc(CC2(C(=O)O)CCN(c3ccc(Cl)cn3)CC2)c1,.,-1,-6
Cc1cc(C)n(-c2nc(C)nc3sc4c(c23)CCC(C)C4)n1 (stereo not given),.,-6,1
CCOC(=O)CC(=O)CSc1nc(-c2cccc(C)c2)ns1,0,-4,0
Cc1cccc(C)c1OCC(NC(=O)CNC(=O)c1ccccn1)C(C)(C)C (stereo not given),.,-2,3
O=C(C1CCC(Cn2c(=O)[nH]c3ccsc3c2=O)CC1)N1CCN(c2ccc([N+](=O)[O-])cc2)CC1 (stereo not given),.,-4,8
CC(C)N1CCCC(C)(C(=O)Nc2cnc3ccccc3c2)C1 (stereo not given),.,2,-15
CC(=O)c1[nH]c(C)c(C(=O)N2CCC3(CC2)C(=O)N(C)c2ccccc23)c1C,-18,0,-6
COc1cc(OC)cc(C(=O)N2CCN(c3ccc(Cl)cc3Cl)C(=O)C2C)c1 (stereo not given),-7,0,-8
C=CCn1c(=O)c(C(=O)Nc2ccc(Br)cc2)c(O)c2ccccc21,-5,5,0
O=C(Nc1c2c(nn1-c1ccc([N+](=O)[O-])cc1)CSC2)c1ccco1,.,26,-7
Cc1nn(S(=O)(=O)c2ccc3ccccc3c2)c(C)c1S(=O)(=O)N1CCOCC1,.,5,-9
CN(Cc1ccccc1)C1(CNC(=O)C2=CC(=O)CC(C)(C)O2)Cc2ccccc2C1,.,5,-9
CCN(c1ccccc1)S(=O)(=O)c1cc(C)c2[nH]c(=O)cc(C)c2c1,.,1,0
O=C(c1cn[nH]n1)N1CCC(c2cc(-c3ccccc3Cl)n[nH]2)CC1,-10,1,-9
O=C(NC(C(=O)N1CCCC1)C1CCN(S(=O)(=O)c2ccc(Cl)cc2)CC1)c1cccs1 (stereo not given),-6,10,-8
O=C(CSc1ncnc2sc3c(c12)CCC3)Nc1ccc(S(=O)(=O)N2CCCC2)cc1,-8,0,-7
CCCCNC(=O)N(CCCOC)CC(=O)N(Cc1cccn1Cc1ccc(F)cc1)C1CCCCC1,-6,14,-3
Nc1ncc(-c2ccc(-c3ccccc3)cc2F)cc1-c1ccccc1F,-2,-3,-4
C=CCc1cc(/C=C2/C(=N)N3N=C(C)SC3=NC2=O)cc(OC)c1OCc1ccccc1,.,-4,3
CCCCOc1ccc(-c2nc(C=Nc3nc4ccc(OCC)cc4s3)c(O)o2)cc1,.,-2,-6
O=C(NCCCc1ccccc1)c1csc(NS(=O)(=O)c2cccs2)n1,.,-7,0
Cc1cc(C)[n+]2c(n1)sc1ccccc12,.,-8,-6
COc1ccc(CN(CCc2c[nH]c3ccccc23)C(=O)CN(CC(C)C)C(=O)c2cccc(OC)c2)cc1,-5,23,-1
# Following part
SMILES,mcGAS lum,NPYLR7 agonist,hcGAS lum
Cc1cc(C)c2nc(SCC#N)cc(C)c2c1,.,1,-3
Cc1cccc(-c2nc3nc(C)cc(C)n3c2Nc2c(C)cccc2C)c1,-3&-3,4,-2&-3
O=C(CN1CCN(c2ccccc2F)CC1)N1N=C(c2ccccc2Cl)CC1c1cccc(F)c1 (stereo not given),-6,14,-7
CCC1CCC(c2ccc(C3=N/C(=C/C(C)=C/c4ccccc4)C(=O)O3)cc2)CC1 (stereo not given),2,-8,2
CC(C)c1ccc(-n2nnnc2Sc2ncccc2C#N)cc1,.,1,-2
CCN(CC(=O)N(C)C)C(=O)C1CC1c1cccc(C)c1 (stereo not given),.,2,-8
O=C(Nc1ccc(N2CCCCC2)cc1)c1ccc(-n2cnnn2)cc1,.,7,-5
Cc1ccc(C)c2[nH]c(=O)c(CCNC(=O)CC(C)(C)C)cc12,.,13,11
CCOC(=O)c1c(C)n(-c2ccccc2)c2ccc(OC(=O)c3cccs3)cc12,.,-2,0
O=C(Oc1nsnc1N1CCOCC1)N1CCOCC1,.,4,-2
Cc1noc(C)c1CN1C[C@@H]2CC[C@H](C1)N(C(=O)Cn1nnnc1C)C2,-5,.,-10
COc1ccc(C2c3ccsc3CCN2CC(=O)N2CCN(C(=O)C3CCCCC3)C(C)C2)cc1 (stereo not given),-7,11,-8
C=C(C)CN1N=C(c2ccc(Cl)cc2)Cn2c1nc1c2c(=O)n(CC(=C)C)c(=O)n1C,-6,6,1
CC(C)C(=O)NCCc1nc2ccccc2n1CCCCOc1ccccc1,.,-1,-1
COc1ccccc1-n1c(SCc2ccc(C(=O)NC3CC3)cc2)nnc1-c1ccccc1Cl,-6,0,-7
COc1ccc(CN(Cc2ccccc2F)CC(O)COCC(C)C)cc1 (stereo not given),-3,17,-3
CN(C)C(=O)CN1CCN(c2nc3nonc3nc2NCc2ccccc2)CC1,.,10,-9
CO[C@@H]1CC[C@H]2C[C@@H]1[C@@H](Oc1ccccn1)CN2C(=O)c1cccnc1SC,-9,19,-6
Cc1cccnc1C1=NOC(C)C(=O)N1CC(=O)N1CCOCC1 (stereo not given),.,7,-3
COCCN1C=C(C(=O)OC)C(c2cccs2)C(C(=O)OC)=C1,-3,0,-13

# The final 4 compounds of the section before come first, to join the parts.
SMILES,mcGAS lum,NPYLR7 agonist,hcGAS lum
CN(C)C(=O)CN1CCN(c2nc3nonc3nc2NCc2ccccc2)CC1,.,10,-9
CO[C@@H]1CC[C@H]2C[C@@H]1[C@@H](Oc1ccccn1)CN2C(=O)c1cccnc1SC,-9,19,-6
Cc1cccnc1C1=NOC(C)C(=O)N1CC(=O)N1CCOCC1 (stereo not given),.,7,-3
COCCN1C=C(C(=O)OC)C(c2cccs2)C(C(=O)OC)=C1,-3,0,-13
CCCC(C)C1C2=C(CC(C)(C)CC2=O)OC(=N)C1C#N (stereo not given),-4,-2,-8
N#CC(=Cc1ccccc1[N+](=O)[O-])C(=O)Nc1ccc2c(c1)OCCO2,-4,-1,-3
COc1cccc(CN2CC(O)CN(S(=O)(=O)c3ccc(F)cc3)CC2=O)c1OC (stereo not given),-7,27,3
Cc1ccc(C(=O)NCCc2nnc3ccc(SCC(N)=O)nn23)cc1,-2,-28,3
COCCN1C(=O)C2(SCCN2C(=O)NCc2cccc(C)c2)c2ccccc21 (stereo not given),-5,0,-2
N#CSC(C#N)Cc1cc(Cl)ccc1Cl (stereo not given),22,-2,8
CN1CCN(S(=O)(=O)c2ccc(Nc3ccc4c(c3)OCO4)c([N+](=O)[O-])c2)CC1,.,4,-7
CC(Cn1cncn1)NC(=O)Nc1cc(F)cc(N2CCCC2)c1 (stereo not given),.,7,-10
COc1cc(C)c(NC(=O)c2cccnc2N2CCCC2)cc1OC,.,2,-6
O=C(C1COc2ccccc2C1)N1CCN(S(=O)(=O)c2ccc(F)c(F)c2)CC1 (stereo not given),-5,2,0
COc1ccc(S(=O)(=O)N2CCN(c3nc4ccccc4nc3C)CC2)cc1,.,20,-2
CC(C)N(CCC(=O)N1CCN(C(c2ccccc2)c2ccccc2)CC1)c1nc(Cc2ccc(F)cc2)ns1,1,-5,5
Cc1cnc(C)c(-c2cc(N)nc3[nH]ccc23)n1,.,14,-1
CC(Cc1ccc2c(c1)OCO2)CN1CCC2(CC1)C(=O)N(Cc1cccnc1)C(=O)N2C (stereo not given),-16,9,-5
CCN(Cc1noc(C)n1)C(=O)CC1C(=O)NCCN1C1Cc2ccccc2C1 (stereo not given),-16,0,-4
Oc1oc(-c2ccc(Br)cc2)nc1C=Nc1ccccc1Br,.,-3,-4
COc1cccc(-c2ccnc3[nH]n(-c4nc(C)cc(C)n4)c(=O)c23)c1,.,3,-14
Cc1cccc(CNC(=O)c2ccc3c(c2)OCC(=O)N3)c1,.,0,-13
Cc1ccccc1C1(O)CCN(CC2CCC(N)CC2)C1 (stereo not given),.,-2,-10
CCOC(=O)c1c(C)[nH]c(C(=O)N(CC2CCCO2)C2CCS(=O)(=O)C2)c1C (stereo not given),-3,0,-1
N#Cc1c(NC(=O)CCN2CCN(C(=O)N3CCCCC3)CC2)sc2c1CCCCC2,.,6,-10
COc1cncc(-c2ccnc3n[nH]c(-c4ccccc4OC)c23)c1,-4,0,-4
CCOc1cccc(N2C(=O)CC(NCc3ccc(S(N)(=O)=O)cc3)C2=O)c1 (stereo not given),-6,6,-6
Cc1sc2nc(CN3CCOCC3)nc(Nc3ccc4cn[nH]c4c3)c2c1C,0,1,11
CN1C(=O)C2(c3ccccc31)c1c(oc3ccccc3c1=O)C(=O)N2CCO (stereo not given),-4,7,-5
O=C1NC(=S)N/C1=C/c1ccc(O)c(O)c1,0,0,1
O=C(CSc1ccc2nnc(-c3ccccn3)n2n1)N1CCN(c2ccccc2)CC1,-8,-5,-7
Clc1ccc2c(Oc3cccc(Br)c3)ccnc2c1,.,1,-5

# Among those listed so far, twelve contain a thiophene ring, fused or not:
SMILES,mcGAS lum,NPYLR7 agonist,hcGAS lum
CC1CN(C(=O)CCN2CCc3sccc3C2c2cccc(F)c2)CCN1C(=O)Nc1cccc(Cl)c1Cl (stereo not given),-4,20,-4
C=CCN(CC(=O)N1CCc2sccc2C1COc1cccc(OC)c1)C(=O)c1ccc2c(c1)OCO2 (stereo not given),-3,-2,-3
Cc1cc(C)n(-c2nc(C)nc3sc4c(c23)CCC(C)C4)n1 (stereo not given),.,-6,1
O=C(C1CCC(Cn2c(=O)[nH]c3ccsc3c2=O)CC1)N1CCN(c2ccc([N+](=O)[O-])cc2)CC1 (stereo not given),.,-4,8
O=C(NC(C(=O)N1CCCC1)C1CCN(S(=O)(=O)c2ccc(Cl)cc2)CC1)c1cccs1 (stereo not given),-6,10,-8
O=C(CSc1ncnc2sc3c(c12)CCC3)Nc1ccc(S(=O)(=O)N2CCCC2)cc1,-8,0,-7
O=C(NCCCc1ccccc1)c1csc(NS(=O)(=O)c2cccs2)n1,.,-7,0
CCOC(=O)c1c(C)n(-c2ccccc2)c2ccc(OC(=O)c3cccs3)cc12,.,-2,0
COc1ccc(C2c3ccsc3CCN2CC(=O)N2CCN(C(=O)C3CCCCC3)C(C)C2)cc1 (stereo not given),-7,11,-8
COCCN1C=C(C(=O)OC)C(c2cccs2)C(C(=O)OC)=C1,-3,0,-13
N#Cc1c(NC(=O)CCN2CCN(C(=O)N3CCCCC3)CC2)sc2c1CCCCC2,.,6,-10
Cc1sc2nc(CN3CCOCC3)nc(Nc3ccc4cn[nH]c4c3)c2c1C,0,1,11
